# From PubChem
# BCLXL inh – inhibitors of human Bcl-xL, primary screen, biochemical, fluorescence polarization, HTS. 320,000 compounds, 0.7% hits. Bcl-2-like protein 1 (Homo sapiens), Q07817. AID 2129, 2009. inhibition, % at 10.9 µM. GST-Bcl-xL / FITC-Bim BH3 peptide fluorescence polarization;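 active = inhibition above the mean of all tested compounds plus 3 SD, cutoff set per campaign, cut at about 30% in these data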;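 also: 0% = DMSO wells and 100% = unlabeled Bim-BH3 peptide competitor; inhibitors lower millipolarization by displacing the labeled peptide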
# CIT2 TOR yeast – modulators of CIT2-GFP expression in yeast, primary screen, S. cerevisiae, GFP fusion, multiplex flow cytometry, MLPCN library; S. cerevisiae CIT2-GFP strain, 3 h; 100 means same as DMSO wells; GFP response vs DMSO, % at 10 µM; 320,000 compounds, 0.065% hits; AID 2029, 2009;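 active = GFP response relative to DMSO above a set limit, near the screen mean plus 3 SD, cut at about 150% in these data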;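 also: ratio of well median GFP fluorescence to mean of DMSO wells on the plate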
# Fam108B counter – mouse Fam108B serine hydrolase inhibitors, primary screen, counter-screen for RBBP9 inhibitor project, biochemical, fluorescence polarization; recombinant Fam108B, FP-Rh probe fluorescence polarization; inhibition, % at 9.51 µM; 300,000 compounds, 0.33% hits; AID 1947, 2009;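 active = inhibition above the screen mean inhibition plus 3 SD, computed separately per campaign, cut at about 18% in these data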;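 also: inhibitors lower polarization as less probe binds the enzyme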
# GLD-1 TGE inh – GLD-1/TGE RNA complex disruptors, primary screen, biochemical, fluorescence polarization. inhibition, % at 5.96 µM. purified GLD-1 + fluorescein TGE RNA. 320,000 compounds, 0.44% hits. Female germline-specific tumor suppressor gld-1 (Caenorhabditis elegans), Q17339;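 active = percent inhibition above a per-plate cutoff, the plate mean of test compounds plus 3 SD, cut at about 30% in these data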;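 also: 0% = DMSO wells with GLD-1 and probe and 100% = wells lacking GLD-1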
# GRK2 inh – compounds blocking aptamer binding on GRK2 – biochemical, human GRK2, bead flow cytometry, HTS, primary screen | AID 488847, 2010 | Beta-adrenergic receptor kinase 1 (Homo sapiens), P25098 | 330,000 compounds, 0.59% hits | FAM-aptamer displacement from GRK2 | inhibition of aptamer binding, % at 10 µM;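 active = inhibition of aptamer binding above 40%, roughly 3 SD of noise, on plates passing a quality check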;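 also: median bead fluorescence of bound FAM aptamer so fluorescent compounds give negative values; no value below 0 was filed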
# Target sequence (P25098 whole entry, looked up): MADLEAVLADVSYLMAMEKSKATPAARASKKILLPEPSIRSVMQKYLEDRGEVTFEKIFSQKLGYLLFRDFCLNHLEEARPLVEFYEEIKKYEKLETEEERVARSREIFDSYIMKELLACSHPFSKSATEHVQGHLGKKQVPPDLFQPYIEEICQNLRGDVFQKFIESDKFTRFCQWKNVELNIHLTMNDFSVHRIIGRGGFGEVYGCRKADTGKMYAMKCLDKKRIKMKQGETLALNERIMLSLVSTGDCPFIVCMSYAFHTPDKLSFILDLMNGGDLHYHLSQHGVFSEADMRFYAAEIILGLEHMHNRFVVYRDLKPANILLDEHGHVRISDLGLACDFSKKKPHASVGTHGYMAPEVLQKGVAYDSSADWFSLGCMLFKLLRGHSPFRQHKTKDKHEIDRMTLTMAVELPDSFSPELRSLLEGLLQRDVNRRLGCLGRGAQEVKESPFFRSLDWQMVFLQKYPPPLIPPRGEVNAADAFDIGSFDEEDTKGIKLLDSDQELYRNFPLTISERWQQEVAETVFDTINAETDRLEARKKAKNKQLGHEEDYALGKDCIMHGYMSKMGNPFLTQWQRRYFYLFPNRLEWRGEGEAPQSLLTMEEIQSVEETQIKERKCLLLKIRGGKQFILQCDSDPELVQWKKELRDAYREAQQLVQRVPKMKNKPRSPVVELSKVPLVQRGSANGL
# AGP1-GFP MLPCN – modulators of AGP1-GFP expression in yeast TOR pathway, primary screen, cell-based, multiplex flow cytometry, S. cerevisiae, MLPCN library; 3 h; GFP as percent of DMSO wells; 320,000 compounds, 0.02% hits; AID 2066, 2009; GFP response vs DMSO, % at 10 µM;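 active = GFP response relative to DMSO above a set limit, near screen average plus 3 SD, cut at about 150% in these data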;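 also: median GFP channel fluorescence of the gated AGP1 strain per well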
# MCL1-BIM inh – inhibitors of MCL1 binding to BIM-BH3, primary screen, biochemical, fluorescence polarization; inhibition, % at 10.9 µM; 320,000 compounds, 0.68% hits; GST-MCL1 / FITC-Bim-BH3 fluorescence polarization; AID 2057, 2009;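 active = inhibition above the mean inhibition of all tested compounds plus 3 SD, set per campaign, cut at about 40% in these data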;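 also: 0% = DMSO wells and 100% = unlabeled Bim-BH3 peptide control; higher means more loss of mP so more displacement of Bim peptide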
# Target sequence (Q07820 whole entry, looked up): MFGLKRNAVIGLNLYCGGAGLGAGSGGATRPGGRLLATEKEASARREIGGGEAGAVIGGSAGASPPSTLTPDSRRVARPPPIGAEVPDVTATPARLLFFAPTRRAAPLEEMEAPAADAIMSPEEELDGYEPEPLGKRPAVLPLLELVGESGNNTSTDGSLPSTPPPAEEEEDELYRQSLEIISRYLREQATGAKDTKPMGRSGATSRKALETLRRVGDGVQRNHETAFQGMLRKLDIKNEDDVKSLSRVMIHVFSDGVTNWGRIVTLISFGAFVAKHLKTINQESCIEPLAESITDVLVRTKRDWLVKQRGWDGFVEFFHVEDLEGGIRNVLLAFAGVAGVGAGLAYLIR
# VLA-4 inh – inhibition in human VLA-4 binding assay, primary screen, VLA-4 allosteric modulator project, MLPCN library, flow cytometry, VLA-4 expressing cells; Integrin alpha-4 (Homo sapiens), P13612; ligand binding flow cytometry; inhibition, % (about 7 µM as worked out from the volumes in the protocol); 330,000 compounds, 0.2% hits; in the data active = inhibition above about 50%
# MEX-5 binding – MEX-5 zinc finger RNA-binding disruptors – biochemical, C. elegans, fluorescence polarization, MLPCN library, primary screen; Zinc finger protein mex-5 (Caenorhabditis elegans), Q9XUB2; MEX-5/FITC-TCR2 RNA binding; hits give low values; activity score (negative = inhibition of binding), % at 10 µM; 300,000 compounds, 0.38% hits; AID 1832, 2009;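 active = inhibition past about -25% in most replicates, and total fluorescence under double the plate's negative control median, limit read from the data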;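 also: 0% = DMSO and -100% = 5 µM competing unlabeled TCR2 RNA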
# Active calls of the source: *; i = inactive; · = not tested or not shown; [ ] = dose if it differs, or a comment.
SMILES	BCLXL inh	CIT2 TOR yeast	Fam108B counter	GLD-1 TGE inh	GRK2 inh	AGP1-GFP MLPCN	MCL1-BIM inh	VLA-4 inh	MEX-5 binding
O=C(CSc1ncnc2c1oc1ccccc12)Nc1ccccc1F	-1	106	3	3	1	107	0	-14	2.0
Cc1cc(C)nc(SCC(=O)Nc2cccc(S(=O)(=O)N(C)C)c2)n1	4	89	2	-1	0	96	8	11	-1.5
Cc1snc(SCc2ccc(F)cc2)c1C#N	-5	93	-10	-6	2	97	-10	8	0.8
COc1ccc(C2C(C(=O)c3ccccc3)=C(C)Nc3nc4ccccc4n32)cc1OC (stereo unspecified)	5	107	-4	0	3	107	5	-24	-1.3
Cc1cc(Br)ccc1S(=O)(=O)n1ccnc1C	4	96	2	-2	0	94	5	-3	-1.2
Cc1ccc(C(=O)CCS(=O)(=O)c2ccc(F)cc2)cc1	1	121[may fluoresce green]	0	0	0	107[may fluoresce green]	11	-11	2.7
COc1ccc(NS(=O)(=O)c2cc(NC(=O)c3cnc(C)cn3)ccc2N2CCCC2)cc1	3	96	-1	3	0	93	10	12	0.3
COCCNc1ccc(S(=O)(=O)N2CCCC2)cn1	1	100	1	2	2	98	2	6	-1.9
C#CCOCCOCCOCCNc1nc(N2CCN(C(=O)[C@H]([C@@H](C)CC)n3cc(CCCCN)nn3)CC2)nc(N2CCN(C(=O)[C@H](CCCCN)n3cc(CCCC)nn3)CC2)n1	2	92	3	2	0	81	-13	15	·
C[C@@H](OC(=O)c1[nH]cnc1C(=O)N1CCc2ccccc2C1)c1ccccc1	·	100	·	0	0	104	·	12	·
Cc1ccc(C)c(C(=O)COC(=O)CN2C(=O)C3C4C=CC(C4)C3C2=O)c1 (stereo unspecified)	4	84	-1	1	0	90	-1	10	0.8
CCOC(=O)N1C=CC=C[C@@H]2[C@@H](N3C(=O)c4ccccc4C3=O)C(=O)N21	1	99	5	-6	1	107	-3	9	1.7
CCCCC(=O)Nc1nnc(SCC(=O)NC2CC2)s1	-1	96	2	1	0	92	-5	15	-1.2
CC1(C)OC2OC(COC(=O)c3ccc([N+](=O)[O-])cc3)C3OC(C)(C)OC3C2O1 (stereo unspecified)	4	98	5	-4	1	97	6	1	0.3
O=C(NCCCn1ccnc1)C(=O)NCC1OCCN1S(=O)(=O)c1ccc(Br)cc1 (stereo unspecified)	-5	101	1	1	0	99	-10	-4	1.5
O=C(CN1C(=O)/C(=C\c2cccc(Br)c2)Oc2ccccc21)NCCCN1CCOCC1	2	102	0	2	0	99	5	27	2.1
O=C(O)c1cc2nc(-c3ccccc3)cc(C(F)(F)F)n2n1	8	100	6	1	3	93	7	24	-2.8
N#Cc1cc(-c2ccccc2)nnc1Sc1ccc(Cl)cc1	3	104	5	4	3	98	-5	3	·
Cc1ccc(OCc2ccc(C(=O)Nc3nc4ccccc4n3C)o2)c([N+](=O)[O-])c1	2	100	-3	7	0	101	2	14	-2.7
Cc1ccc(/C=N/NC(=S)NC2CCCCC2)o1	8	97	-3	5	0	103	5	5	-2.1
CCC(NC(=S)NCc1ccc(F)cc1)c1ccccc1 (stereo unspecified)	2	100	-1	5	0	103	6	7	0.7
N#C/C(=C(/O)c1ccc(F)cc1)c1nc2ccccc2s1	4	101	1	-3	1	100	-3	-42	0.8
CC(C)(C)C(=O)c1sc2nc(-c3cccs3)cc(C(F)(F)F)c2c1N	20	74	-4	-28	8	76	0	i	-74*
COc1cccc(C(=O)N2CCN(CCCc3ccccc3)CC2)c1OC	-1	100	-2	1	1	103	1	7	·
CC(C(=O)NCc1ccco1)n1ccc2cc(S(=O)(=O)N3CCCCC3)ccc21 (stereo unspecified)	7	112	0	-7	1	111	4	-3	1.5
CC(=O)OCCSc1c(-c2ccccc2)c2cc(Cl)ccc2[nH]c1=O	-5	106	-2	4	0	94	3	-13	-0.5
CC1CCCN(C(=O)C(C)Nc2cc(Cl)ccc2N2CCOCC2)C1 (stereo unspecified)	-11	106	-5	-12	14	100	-7	-12	1.7
CCOc1ccc2c(c1)c(N=NC(=N)N)c(O)n2C	4	·	1	2	0	·	2	9	-3.1
Cn1cccc1/C=C(/C#N)c1ccc(F)cc1	0	89	3	-3	0	95	5	10	4.1
N#Cc1c(-n2ccnc2)cccc1-n1ccnc1	3	116	2	5	0	100	-3	2	2.5
C=CCNc1nc(C(=O)OCC(=O)N(Cc2ccccc2)C(C)C)cs1	2	106	·	-4	0	108	-1	13	·
CCOC(=O)C(Cc1ccccc1)C(=O)Nc1ccc(NC(=O)C(Cc2ccccc2)C(=O)OCC)cc1 (stereo unspecified)	-1	103	-15	-1	2	100	-7	14	0.2
COC(=O)c1ccc(NC(=O)Cn2nc(SC)n(N)c2=S)cc1	-1	97	2	-3	1	100	6	-4	-2.4
Cc1sc2ncnc(N(C)Cc3ccco3)c2c1C	6	109	0	2	1	108	2	10	1.1
COCCOC(=O)c1c(C)oc2ccc(NS(=O)(=O)c3ccc(C)cc3)cc12	6	91	-2	1	4	100	5	3	0.2
CCN(CC)C(=O)CCn1nc(-c2ccc(C)cc2)c2ccccc2c1=O	2	95	-4	6	3	99	1	7	-3.2
O=c1oc2ccccc2cc1-c1nc2ccccc2o1	-1	80	-2	7	2	74	-3	2	·
COC(=O)c1cc(S(=O)(=O)N2CCN(c3ccc(C(C)=O)cc3)CC2)cn1C	7	102	-5	2	0	106	5	1	0.5
Cc1ccc2c(c1)nnn2C1CCN(C(=O)c2cccs2)CC1	-3	90	-6	0	1	98	-11	-1	-1.7
NC(=O)c1ccc(Cc2ncc(C(F)(F)F)cc2Cl)s1	2	94	-5	4	0	106	-1	4	0.0
Cc1ccc(C2CC(=O)Nc3cc4c(cc32)OCO4)o1 (stereo unspecified)	3	98	6	12	2	·	0	12	-4.0
CC(C(=O)Nc1ccc2c(c1)OCO2)N1CCN(C)CC1 (stereo unspecified)	-9	93	0	3	0	99	-6	-8	-0.4
CCOC(=O)COc1ccc(C(=O)NC2CCCCC2)cc1	2	109	5	-2	9	105	-4	-2	2.6
O=C(COc1ccc2ccccc2c1Br)NNC(=O)Nc1ccccc1	5	104	-9	4	0	97	1	24	0.4
NS(=O)(=O)c1ccc(CCNC(=O)CCCn2ncn3c(cc4occc43)c2=O)cc1	0	93	-1	4	4	101	5	12	-0.8
COc1ccc(CNC(=O)C2CCN(S(=O)(=O)c3cccnc3)CC2)cc1	-1	96	4	-1	3	94	-3	-3	-0.8
O=C1NC2(CCCC2)N=C1c1ccc(Cl)cc1	-3	94	-1	-2	0	95	-2	-3	5.1
CC(C)N1CCN(Cc2ccc(Sc3nncn3C)o2)CC1CCO (stereo unspecified)	3	89	1	-2	5	92	1	-5	2.3
CC(NC(=O)c1ccc(S(=O)(=O)Nc2ccccc2Cl)cc1)c1ccncc1 (stereo unspecified)	·	90	·	2	0	98	·	8	·
O=c1c2ccccc2cnn1CCOc1cccc(Br)c1	9	84	0	-2	1	92	2	7	1.6
Nc1nnc(SCC(=O)OCc2ccccc2)s1	3	103	-2	5	5	103	3	-8	1.6
O=C1CS/C(=N/N=C/c2ccncc2)N1	3	106	2	2	0	123	2	22	3.3
COc1cc2c(cc1OC)CN(C(C)C(=O)Nc1ccc(NC(C)=O)cc1)CC2 (stereo unspecified)	6	101	-1	8	2	106	-5	7	0.6
COC(=O)c1sc(C(=O)OC)c(C(=O)OC)c1C(=O)OC	1	106	3	3	0	106	7	13	2.0
COCCOc1cc(-n2cccc2)c(Cl)cc1Cl	6	106	2	5	2	99	1	12	-1.1
CCOC(=O)c1sc(=S)n(C)c1NC(=O)c1ccccc1Cl	6	99	7	3	0	100	7	6	-0.9
COc1ccc(SCCN2CC[C@@H](NC(=O)OCc3ccccc3)CCC2=O)cc1	6	103	·	6	0	96	6	-2	·
CS(=O)(=O)N1CCN(C(=O)c2ccc(Cl)s2)CC1	6	95	-3	8	1	93	1	16	1.4
CCSc1nsc(NC(=O)Nc2cccc(F)c2)n1	-3	95	-4	3	3	94	-1	16	1.4
Cc1cc(Cl)c(S(=O)(=O)NCCC(=O)O)cc1OCC(N)=O	7	·	1	-2	10	101	-1	-3	1.2

# Later entries:
SMILES	BCLXL inh	CIT2 TOR yeast	Fam108B counter	GLD-1 TGE inh	GRK2 inh	AGP1-GFP MLPCN	MCL1-BIM inh	VLA-4 inh	MEX-5 binding
CCNCC(=O)Nc1c(C)cccc1C	8	94	-4	2	2	99	9	19	·
Cc1ccc(CN2CC(C(=O)Nc3ccc(S(=O)(=O)Nc4cc(C)nc(C)n4)cc3)CC2=O)cc1 (stereo unspecified)	0	100	-1	-1	2	100	-10	-2	-1.3
COCCN(C(=O)CSc1nnc(-c2ccccc2F)n1C)c1c(N)n(Cc2ccccc2)c(=O)[nH]c1=O	-3	93	-2	-3	0	106	-9	1	3.4
Cc1ccc2c(c1)n([O-])c1c([n+]2=O)CCCC1	6	104	0	4	52*	105	4	-3	1.2
COc1cc2c(C(=O)Nc3ccccc3F)cn(C)c(=O)c2cc1OC	2	101	15	2	3	103	-2	-5	-0.8
CCc1ccc(C2=NN(C(=O)OC)C(O)(C(F)(F)F)C2)cc1 (stereo unspecified)	-12	104	-1	4	3	104	-28	2	2.1
Cc1cc(=O)[nH]c(SCc2cn3ccccc3n2)n1	6	110	3	-2	19	101	0	7	0.4
O=C(COC(=O)Cn1cnc2ccccc2c1=O)Nc1ccccc1Sc1ccc(Cl)cc1	3	100	3	10	0	100	1	-1	-0.6
CS(=O)(=O)N1CC(C(=O)NC2CC2)Oc2ccc(Cl)cc21 (stereo unspecified)	-2	83	-4	2	0	85	-2	-3	0.7
Cc1ccc(Sc2nc3ccc(C)cn3c(=O)c2/C=N/O)cc1	5	95	-5	8	0	·	9	-3	1.0
COc1cc(NC(=S)N2CCN(S(=O)(=O)c3ccc(F)cc3)CC2)cc(OC)c1	·	82	·	·	0	91	·	6	-2.7
CCCCNC(=O)c1ccccc1NS(=O)(=O)c1ccc2c(c1)OCCO2	2	96	-3	4	1	109	10	-2	0.7
CCc1n[nH]c(=S)n1/N=C/c1ccccc1OCc1ccc(Cl)cc1	-33	98	-4	0	1	97	-27	3	-1.3
CN(C)CCCN(C(=O)c1ccc(S(=O)(=O)N2CCCC2)cc1)c1nc2c(F)cc(F)cc2s1	2	98	-1	-4	0	105	3	3	2.9
O=C(Nc1cccnc1)c1cc(-c2ccc(Br)cc2)nc2ccccc12	1	99	-18	0	1	100	5	-4	0.7
